# Assay outcomes: PubChem BioAssay, NCI
# Growth percent in the NCI-60 one-dose screen (48 h, 10 µM unless noted): 100 = growth as untreated, 0 = no growth, -100 = all killed.
# SK-MEL-2: SK-MEL-2 melanoma | AID 1794763 | 77,000 tested, 4.7% active
# T-47D: T-47D breast cancer | 79,000 tested, 5% active | AID 1794792
# LOX IMVI: LOX IMVI melanoma; 79,000 tested, 7.4% active
# SK-MEL-28: SK-MEL-28 melanoma; 81,000 tested, 4.1% active
# MALME-3M: MALME-3M melanoma. 78,000 tested, 5.8% active. AID 1794766
# SK-MEL-5: SK-MEL-5 melanoma. AID 1794755. 80,000 tested, 6.4% active
# UACC-257: UACC-257 melanoma; 78,000 tested, 4.4% active
# HS 578T: HS 578T breast cancer. AID 1794788. 78,000 tested, 4.1% active
# Numbers without * were called inactive; · = no result given; & = joins results of further samples. The calls were made as follows: active = growth percent below 10; inactive = the rest. No enrichment for hits; overall some 11% were active at least once.
# The first seven compounds as a preview:
SMILES,SK-MEL-2,T-47D,LOX IMVI,SK-MEL-28,MALME-3M,SK-MEL-5,UACC-257,HS 578T
CB1C=Cc2cc(-c3cccc(Cl)c3)ccc2N1,97,85,92,109,104,103,103,96
CC1=NN(c2ccccc2)C(=O)C1N=Nc1ccc(S(=O)(=O)Nc2cc(C)nc(C)n2)cc1 (stereo not given),95,77,94,108,94,95,109,123
CCOC(=O)C(C(C)=O)C(=O)OCC,112,100,95,109,93,100,·,101
O=C(NCC(O)CO)c1ncc(-c2ccc(C(F)(F)F)cc2)c(NC2CCCCCC2)n1 (stereo not given),·,95,101,97,81,90,103,103
COc1ccc(C2C(C#N)=C(N)Oc3n[nH]c(-c4cccs4)c32)cc1C(F)(F)F (stereo not given),86,93,94,112,109,·,86,71
CC12CCC(C3NC(=S)NN=C31)C2(C)C (stereo not given),103,107,103,109,113,107,115,·
COC(=O)[C@@H](Cc1ccc(O)cc1)NC(=O)/C=C/c1ccccc1,112,103,95,102,100,104,·,104

# All compounds of this part, from the start:
SMILES,SK-MEL-2,T-47D,LOX IMVI,SK-MEL-28,MALME-3M,SK-MEL-5,UACC-257,HS 578T
CB1C=Cc2cc(-c3cccc(Cl)c3)ccc2N1,97,85,92,109,104,103,103,96
CC1=NN(c2ccccc2)C(=O)C1N=Nc1ccc(S(=O)(=O)Nc2cc(C)nc(C)n2)cc1 (stereo not given),95,77,94,108,94,95,109,123
CCOC(=O)C(C(C)=O)C(=O)OCC,112,100,95,109,93,100,·,101
O=C(NCC(O)CO)c1ncc(-c2ccc(C(F)(F)F)cc2)c(NC2CCCCCC2)n1 (stereo not given),·,95,101,97,81,90,103,103
COc1ccc(C2C(C#N)=C(N)Oc3n[nH]c(-c4cccs4)c32)cc1C(F)(F)F (stereo not given),86,93,94,112,109,·,86,71
CC12CCC(C3NC(=S)NN=C31)C2(C)C (stereo not given),103,107,103,109,113,107,115,·
COC(=O)[C@@H](Cc1ccc(O)cc1)NC(=O)/C=C/c1ccccc1,112,103,95,102,100,104,·,104
COc1cccc(/C=N\NC(=S)N/N=C/c2cccc(OC)c2OC)c1OC,98&110,100&87,115&104,107&110,97&105,105&98,105&84,99
COc1ccc(C(=O)NC(=O)Nc2ccc3c(c2)NC(=O)/C3=C\c2[nH]c(C)c(C(=O)O)c2C)c(F)c1,55,59,52,58,-8.0*,28,47,49
C=CCC(C(=O)OCC)(C(=O)OCC)/C(C)=C/C,124,97,97,117,123,106,100,109
O=C1Nc2ccc(Cl)cc2C12Oc1ccccc1C1CC(c3ccc(F)cc3)=NN12 (stereo not given),97,90,94,105,100,91,97,90
NC(=O)NN=C(C1CC1)C1CC1,110,107,96,116,143,111,101,97
c1ccc(Cn2c(N=Nc3c(Nc4ccccc4)ccc4ccccc34)nc3ccccc32)cc1,106,97,99,102,108,107,90,88
O=C(NCCN1CCOCC1)c1cc2cc(Cl)ccc2[nH]1,107,100,98,107,106,102,110,99
CCC(CC)(NC(=O)c1ccccc1)C(=O)O,94,100,99,104,101,96,·,97
O=C(O)CN1CCSC1=NC(=O)c1ccc(Cl)cc1,102,142,97,88,97,120,107,153
O=C(Nc1ccc([N+](=O)[O-])cc1)c1cc2ccccc2cc1O,-67*,1.6*,-1.0*,7.4*,-21*,-87*,-33*,-20*
COc1cc(CCC[P+](c2ccccc2)(c2ccccc2)c2ccccc2)cc2c1OCO2,6.7*,12,32,27,15,-41*,17,46
NC(N)=Nc1cccc(Oc2ccc(N=C(N)Nc3ccc(Br)c(C(F)(F)F)c3)cc2)c1,94,76,59,81,84,59,80,62
O=C1OCC(CO)O1 (stereo not given),77,97,104,98,97,96,81,·
FC(F)(F)c1cccc(Nc2nc3ccccc3nc2Nc2cccc(C(F)(F)F)c2)c1,-63*,-62*,-79*,-85*,-82*,-96*,-75*,-4.4*
O=C1c2ccccc2C(=O)N1OCCCN1C(=O)c2ccccc2S1(=O)=O,107,98,97,94,109,107,103,99
N#Cc1cn(Cc2ccc(Cl)cc2Cl)c(C(=O)c2ccc(Br)cc2)c1N,98,88,90,99,·,97,92,90
N=C1/C(=C2\Nc3ccccc3S2)CC(=O)N1c1ccc(SC(F)F)cc1,21,86,30,89,70,51,153,69
Cc1ccc(-n2c(C)nn3c(=O)c4c5c(sc4nc23)CN(C)CC5)cc1,95,81,95,106,94,106,·,107
Cc1ccc2c(Cl)cc(Cl)c(O)c2n1,89,100,100,102,101,100,104,109
CN(CCn1ccnc1[N+](=O)[O-])c1ccc(C=O)cc1,102,101,98,105,107,100,105,106
CNC(=O)O[C@H]1CC[C@@]2(C)C(=CC[C@H]3[C@@H]4CC[C@H]([C@H](C)CCCC(C)C)[C@@]4(C)CC[C@@H]32)C1,86,91,92,110,91,99,125,99
CCOC(=O)C(C#N)C(C)(C)C#N (stereo not given),97,92,101,109,96,105,99,·
COc1cc2nc(-c3ccc(-n4cncc4-c4ccc(N)cc4)cc3)sc2c(OC)c1OC,41,43,58,80,73,39,72,56

# The closing six records of the part before open the next one:
SMILES,SK-MEL-2,T-47D,LOX IMVI,SK-MEL-28,MALME-3M,SK-MEL-5,UACC-257,HS 578T
Cc1ccc(-n2c(C)nn3c(=O)c4c5c(sc4nc23)CN(C)CC5)cc1,95,81,95,106,94,106,·,107
Cc1ccc2c(Cl)cc(Cl)c(O)c2n1,89,100,100,102,101,100,104,109
CN(CCn1ccnc1[N+](=O)[O-])c1ccc(C=O)cc1,102,101,98,105,107,100,105,106
CNC(=O)O[C@H]1CC[C@@]2(C)C(=CC[C@H]3[C@@H]4CC[C@H]([C@H](C)CCCC(C)C)[C@@]4(C)CC[C@@H]32)C1,86,91,92,110,91,99,125,99
CCOC(=O)C(C#N)C(C)(C)C#N (stereo not given),97,92,101,109,96,105,99,·
COc1cc2nc(-c3ccc(-n4cncc4-c4ccc(N)cc4)cc3)sc2c(OC)c1OC,41,43,58,80,73,39,72,56
O=C(O)c1cc(Cl)c2ccccc2c1O,104,103,·,113,131,103,97,·
O=C(/C=C/c1ccc(Cl)cc1Cl)c1cccc(OCCCOc2cccc(C(=O)/C=C/c3ccc(Cl)cc3Cl)c2)c1,108,100,97,102,96,100,102,97
O=C(O)C(Nc1ccc2ccccc2c1)C(=O)O,79,98,98,111,101,105,89,96
CCC(C)(C)C1CCCCC1,118,105,96,109,109,101,115,·
CSc1nc2sc3c(c2c(=O)n1-c1ccc(C(C)C)cc1)CCC(=O)C3,64,-48*,-40*,29,2.5*,-80*,85,2.7*
O=Cc1cc([N+](=O)[O-])ccc1OCC(=O)O,108,104,101,129,·,105,105,123
COc1cc(/C=C2/Oc3c(c(OC)c4ccoc4c3CN3CCOCC3)C2=O)ccc1O,101,102,100,119,106,93,93,94
CCN1C(=O)N(CC)C2Nn3c(s/c(=C\c4ccc(Cl)cc4Cl)c3=O)=NC21 (stereo not given),71,77,43,45,76,24,84,55
Cc1nn(-c2ccccc2)nc1C(=O)NCC1CC1,·,93,·,101,103,·,152,107
O=C(O)CCN1C(=O)c2ccccc2C1=O,·,91,100,115,101,100,·,124
Cc1ccc(N/N=C/c2ccc([N+](=O)[O-])cc2)cc1C,118,79,82,103,99,101,103,103
Clc1ccc2c(NCCNc3nc(N4CCCC4)nc4ccccc34)ccnc2c1,-43*,-14*,-86*,-54*,-70*,-97*,·,20
Nc1nc(Nc2ccccc2)nn1Cc1ccc(F)cc1F,108,98,99,116,107,110,101,107
O=C(Cc1ccc(Cl)nc1)Nc1cc(NCc2cccnc2)c([N+](=O)[O-])cc1Cl,98,93,96,101,100,96,101,87
CSc1nc(C)cc(Cl)n1,·,114,105,124,130,106,121,107
Nc1ccc(Cl)c(S(=O)(=O)O)c1,88,92,97,106,112,101,99,99
COC(=O)c1cc([N+](=O)[O-])ccc1NC(C)=O,107,105,100,111,110,100,102,102
Cc1cc(C)c2cc3c(nc2c1)Nn1c(nnc1-c1ccc[nH]c1=S)SC3,98,87,93,102,108,97,102,106
COC(=O)Cc1[nH]c(=S)[nH]c1C(=O)OC,124,92,103,105,110,104,105,104
O=C(c1ccc(Cl)cc1)C(c1ccc(Cl)cc1)N1CCCCC1 (stereo not given),110,86,92,102,95,96,99,87
Cn1c(=O)c(C#N)c(-c2ccccc2)n2c(=S)n(CN3CCCCC3)nc12,117,102,94,126,133,100,27,126
CC(=O)OC[C@]12CC[C@@H](C(C)=O)[C@@H]1[C@H]1CC[C@@H]3[C@@]4(C)CCCNC(C)(C)[C@@H]4CC[C@@]3(C)[C@]1(C)CC2,90,76,98,103,106,87,77,91
C(=N\N1CCCCCC1)/c1c2ccccc2cc2ccccc12,100,86,96,98,114,100,106,·
CCN(CC)CC(O)CNc1ccc(NCC2CO2)c2c1C(=O)c1ccccc1C2=O (stereo not given),-47*,-3.3*,-54*,·,-44*,-90*,-2.2*,-40*
CN(C)N=Nc1ccccc1Cl,101,109,95,115,98,106,82,115
O=C(C1=Cc2cc3ccccc3n2Cc2cnnn21)c1ccc(Br)cc1,·,97,89,111,104,90,80,·
CCOC(=O)C1=C(Nc2cccc3c(NC4=C(C(=O)OCC)C(=O)CO4)cccc23)OCC1=O,111,107,99,101,·,107,105,109
CC1=NN(c2cccc(Cl)c2)C(=O)/C1=C\c1cn(C(=O)c2ccc(Cl)cc2)c2ccccc12,105,80,90,113,101,91,106,92
Cc1cc(NC(=O)/C(Cl)=C(\Cl)C(=O)O)c([N+](=O)[O-])cc1C,113,110,99,108,·,101,100,110
O=C(O)CNC(=O)c1nc(-c2ccccc2)n(-c2ccc([N+](=O)[O-])cc2)n1,98,90,106,113,103,103,101,101

# An excerpt of these results, field by field.
Nc1ccc(Cl)c(S(=O)(=O)O)c1
  SK-MEL-2 = 88; T-47D = 92; LOX IMVI = 97; SK-MEL-28 = 106; MALME-3M = 112; SK-MEL-5 = 101; UACC-257 = 99; HS 578T = 99
COC(=O)c1cc([N+](=O)[O-])ccc1NC(C)=O
  SK-MEL-2 = 107; T-47D = 105; LOX IMVI = 100; SK-MEL-28 = 111; MALME-3M = 110; SK-MEL-5 = 100; UACC-257 = 102; HS 578T = 102

# Continuation.
SMILES,SK-MEL-2,T-47D,LOX IMVI,SK-MEL-28,MALME-3M,SK-MEL-5,UACC-257,HS 578T
CC(C)(C)n1cc(-c2ccnc(NCCCNS(=O)(=O)c3cccc4ccccc34)c2)c(-c2cccc(F)c2)n1,107,34,55,100,113,75,94,91
Cc1ccc2oc(=O)cc(-c3sc(N4CCOCC4)nc3-c3ccccc3)c2c1,103,74,86,114,88,86,95,92
CS(=O)(=O)c1cnnc2ccccc12,62,94,79,97,·,110,109,94
C/C=C(\C)C(=O)O[C@@H]1C2C=C3C4CC(=O)O[C@@H](c5ccoc5)[C@]4(C)CC[C@@H]3[C@@](C)(C2=O)[C@@H](CC(=O)OC)C1(C)C (stereo not given in full),95,75,88,101,97,90,80,87
CCCSc1ccc2nc(NC(=O)OC)[nH]c2c1,7.3*,57,50,54,42,·,59,21
C#Cc1ccc(-n2c(/C=C/c3ccc(C(F)(F)F)cc3)nc3ncccc3c2=O)cc1,-37*,35,-18*,33,39,-74*,29,72
S=C1NCCCS1,136,104,109,124,126,104,109,94
Cc1ccc(S(=O)(=O)N2CCC(=O)CC2)cc1,107,·,96,109,103,96,106,106
Cc1cc(=O)[nH]n1-c1ccc(C(F)(F)F)cc1N,·,97,96,110,102,107,85,129
CC(C)CC(C(=O)O)N1C(=O)CSC1=S (stereo not given),111,100,96,101,105,100,102,96
O=C(O)c1ccc(F)c([N+](=O)[O-])c1,106,101,98,108,108,·,115,107
CCNC(=O)OCCOC1CCC2(C)C(CCC3C2CCC2(C)C(C(C)CCCC(C)C)CCC32)C1 (stereo not given),111,105,93,103,96,94,108,94
CNc1n[nH]c(-c2ccccc2)n1,103,98,89,105,90,98,113,93
CCOC(=O)N[C@H]1CCc2cc(OC)c(OC)c(OC)c2-c2ccc(SC)c(=O)cc21,32,48,22,60,51,-51*,71,9.1*
CSC1=C(C#N)C(=N)N2C(=NN1)Sc1c(C)ccc(C)c12,121,94,102,105,125,103,114,111
CCCCn1c(=O)c2c(nc3n2CCCN3CCc2ccc(OCC(=O)NCCN(CC)CC)cc2)n(CCCC)c1=O,74,54,11,-36*,-53*,28,-39*,21
